CHT inh – inhibitors of human choline transporter CHT | AID 488975, 2010 | CHT-expressing cells, membrane potential dye, choline response; active compounds read low | High affinity choline transporter 1 (Homo sapiens), Q9GZV3 | B-score at 10 µM | actives 0.86% (n = 310,000);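 active = B-score over 3 SD under the library average, and starting fluorescence ratio not unusually high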;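 also: choline stimulus applied at its EC90 after an EC20 pre-addition; B-score computed on integrated fluorescence ratio after choline addition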
Target sequence (Q9GZV3 whole entry, looked up): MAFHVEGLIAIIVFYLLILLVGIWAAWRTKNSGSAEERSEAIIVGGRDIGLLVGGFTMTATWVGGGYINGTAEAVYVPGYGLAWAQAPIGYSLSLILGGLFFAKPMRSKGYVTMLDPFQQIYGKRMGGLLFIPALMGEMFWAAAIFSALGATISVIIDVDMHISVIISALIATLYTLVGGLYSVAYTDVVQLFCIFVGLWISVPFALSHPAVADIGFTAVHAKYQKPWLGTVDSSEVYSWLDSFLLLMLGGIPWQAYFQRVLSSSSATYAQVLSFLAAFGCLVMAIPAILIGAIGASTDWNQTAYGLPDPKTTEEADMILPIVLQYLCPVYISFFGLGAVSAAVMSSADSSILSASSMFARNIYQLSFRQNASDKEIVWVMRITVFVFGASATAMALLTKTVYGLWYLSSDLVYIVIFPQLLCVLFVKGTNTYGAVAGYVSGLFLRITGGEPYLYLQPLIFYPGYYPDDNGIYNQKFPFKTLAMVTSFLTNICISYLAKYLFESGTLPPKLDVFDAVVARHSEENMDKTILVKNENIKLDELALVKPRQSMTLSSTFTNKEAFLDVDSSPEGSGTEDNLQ
Kir21 block – inhibitors of mouse Kir2.1 inward-rectifier potassium channel; Inward rectifier potassium channel 2 (Mus musculus), P35561; HEK293-Kir2.1, FluxOR thallium flux fluorescence; active compounds read low; B-score at 10 µM; actives 0.85% (n = 310,000); AID 1672, 2009;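 active = fluorescence ratio B-score at or below minus 3 SD of library scores, with starting-brightness B-score within 2 SD, cut at about -4.2 in these data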;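 also: channel flux triggered by added potassium and thallium sulfate stimulus; B-score of peak minus minimum fluorescence over baseline after thallium stimulus; more negative B-score means stronger Kir2.1 block with less thallium influx; some compounds called inactive have numbers as strong as hits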
Target sequence (P35561 whole entry, looked up): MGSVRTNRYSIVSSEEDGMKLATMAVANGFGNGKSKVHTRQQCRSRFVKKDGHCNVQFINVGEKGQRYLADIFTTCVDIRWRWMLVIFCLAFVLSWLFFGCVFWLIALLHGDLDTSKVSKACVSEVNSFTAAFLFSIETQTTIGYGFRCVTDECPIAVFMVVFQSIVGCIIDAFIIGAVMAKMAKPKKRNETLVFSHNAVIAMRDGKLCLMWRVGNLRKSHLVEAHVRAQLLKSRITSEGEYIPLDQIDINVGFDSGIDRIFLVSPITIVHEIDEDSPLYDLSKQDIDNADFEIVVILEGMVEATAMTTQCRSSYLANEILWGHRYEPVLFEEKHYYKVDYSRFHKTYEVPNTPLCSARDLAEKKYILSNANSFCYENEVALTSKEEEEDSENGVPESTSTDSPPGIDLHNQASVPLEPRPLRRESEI
KCNQ2 inh – KCNQ2 potassium channel inhibitors, primary screen, cell-based, CHO-K1, FluxOR thallium flux, B-score (AID 2156) | actives 1.1% (n = 310,000) | 20 min; active compounds read low | Potassium voltage-gated channel subfamily KQT member 2 (Rattus norvegicus), O88943 | B-score at 10 µM;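 active = fluorescence ratio B-score at most minus 3 library SDs, with starting brightness B-score within 2 library SDs, cut at about -5.5 in these data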
* marks the source's active call; other numbers are inactive results; i = inactive; x = no result given. An excerpt; rates above refer to the full screens.

The first four entries (preview)
compound	CHT inh	Kir21 block	KCNQ2 inh
Cc1ccsc1C(=O)C1CCCN(Cc2cccc(-n3cccn3)c2)C1 (stereo not drawn)	i	-0.33	i
O=C1c2ccccc2C2(c3ccc(Cl)cc3)NCCN12 (stereo not drawn)	i	-0.08	i
O=C(Cn1cnc2sc3c(c2c1=O)CCCC3)NCCCC(=O)N1CCC2(CC1)OCCO2	i	0.99	i
CCOC(=O)C1CN(C)CCC1=O (stereo not drawn)	i	-0.43	i

All compounds of this part, from the start:
compound	CHT inh	Kir21 block	KCNQ2 inh
Cc1ccsc1C(=O)C1CCCN(Cc2cccc(-n3cccn3)c2)C1 (stereo not drawn)	i	-0.33	i
O=C1c2ccccc2C2(c3ccc(Cl)cc3)NCCN12 (stereo not drawn)	i	-0.08	i
O=C(Cn1cnc2sc3c(c2c1=O)CCCC3)NCCCC(=O)N1CCC2(CC1)OCCO2	i	0.99	i
CCOC(=O)C1CN(C)CCC1=O (stereo not drawn)	i	-0.43	i
Cc1cc(OC(C)C(=O)N[C@H](C(=O)O)c2ccccc2)c2c3c(c(=O)oc2c1)CCC3 (stereo partly drawn)	i	1.89	i
O=C(COC(=O)c1ccccc1)Nc1ccc(Cl)cc1C(=O)c1ccccc1	i	-0.85	i
Fc1ccccc1CNCCc1c[nH]c2ccccc12	i	-0.86	i
O=C1CN(O)C(c2ccccc2)=c2cc(Cl)ccc2=N1	i	1.03	i
C=CCn1c(O)c(C(C)=Nc2ccc(C(=O)O)cc2)c(=O)[nH]c1=O	i	0.7	i
CCCC[N+]12CCC(CC1)C(C(O)(c1ccccc1)c1ccccc1)C2 (stereo not drawn)	i	0.8	i
CC(Cc1ccccc1)NC(=O)/C=C/C(=O)O (stereo not drawn)	i	-0.3	i
c1cncc(CNC2=NCCCCC2)c1	i	2.43	i
COc1ccc(-c2cc(C(F)(F)F)n3nc(C(=O)N4CCC5(CC4)OCCO5)cc3n2)cc1OC	i	0.83	i
CCC(=NCCc1c[nH]c2ccccc12)c1c(O)n(-c2ccc(C)cc2)c(=O)[nH]c1=O	i	-1.53	i
Cc1cc(OC(=O)CCNC(=O)OC(C)(C)C)c2c3c(c(=O)oc2c1)CCC3	i	-1.15	i
C=CCN1C(=O)NC(=O)/C(=C/C=C/c2ccccc2)C1=O	x	-0.17	i
Cc1ccc(-n2c(C)nc3ccccc3c2=O)cc1C	i	-0.1	i
c1ccc2c(c1)OCC(C1=NCCN1)O2 (stereo not drawn)	i	0.4	i
NCCc1ccc(O)cc1	i	1.83	i
CCCCn1c(N)c(C(=O)NCCN2CCOCC2)c2nc3ccccc3nc21	i	-0.6	i
COc1ccc(C(=O)CC2(CC(=O)c3ccc(OC)cc3)C(=O)N(C)C(=O)N(C)C2=O)cc1	i	-0.03	i
COP(=O)(NS(=O)(=O)c1ccccc1)OC	i	0.59	i
O=C1NC(=O)N(Cc2ccc(F)cc2)C(=O)/C1=C\C=C\c1ccco1	i	-0.47	i
CN1C(=O)C(Cc2ccsc2)C(=O)N(C)C1=O	i	1.45	i
CCc1ccc(CNCCc2ccccc2F)cc1	i	-0.55	i
CC(=NCc1ccc2c(c1)OCO2)c1c(O)[nH]c(=O)[nH]c1=O	i	1.24	i
Fc1ccc(C2N3CCCN23)cc1 (stereo not drawn)	i	0.49	i
Nc1nonc1OCCCCOc1nonc1N	i	-1.61	i
CC(C)N(CC#CCC1(O)c2ccccc2-c2ccccc21)C(C)C	i	0.32	i
O=C(Cc1ccccc1)N1CCN(CCCc2ccccc2)CC1	i	0.63	i
O=C(Nc1ccc(F)cc1F)c1cccnc1Oc1cccc(C(F)(F)F)c1	i	0.54	i
Cc1ccsc1CNCCc1ccc(F)cc1	i	1.53	i
Cc1cccc(N=Cc2c(O)n(C)c(=O)n(C)c2=O)c1	i	1.49	i
COC(=O)C1=C(c2ccc(S(C)(=O)=O)cc2)C[C@@H]2CC[C@H]1N2C(=O)NCCO	i	-0.62	i
O=Cc1cn(Cc2cccc(F)c2)c2ccccc12	i	-2.08	i
Cc1ccc(-c2nc(N(C)C3CCN(C)CC3)c3ccccc3n2)cc1	i	-2.67	i
COC(=O)C1=C(C)OC(N)=C(C#N)C12C(=O)Nc1ccccc12 (stereo not drawn)	i	-0.2	i
O=C(C1CCN(S(=O)(=O)N2CCOCC2)CC1)N1CCC2(CC1)OCCO2	i	-0.56	i
CCN1C[C@]2(CO)CC[C@H](OC)[C@@]34C2[C@H](OC)[C@@](O)(C13)[C@@]1(O)C[C@H](OC)[C@H]2C[C@@H]4[C@@H]1[C@H]2OC	i	-0.28	i
CCCCn1c(O)c(C(CC)=NCCc2ccccc2)c(=O)[nH]c1=O	i	0.51	i
O=C1/C(=C/c2ccncc2)N2CCC1CC2	i	0.69	i
O=[P+](Cc1ccccc1)Cc1ccccc1	i	2.93	i
Cc1ccc(-n2c(O)c(C=NC3CCCC3)c(=O)[nH]c2=O)c(C)c1	i	0.76	i
Oc1cc2c(cc1CN1CCN(c3ccccc3)CC1)OCO2	i	-0.91	i
CC1CN(c2cc([N+](=O)[O-])ccc2Cl)CC(C)N1 (stereo not drawn)	i	-0.44	i
COc1ccccc1N1CCN(Cc2cc(C)c(C)cc2O)CC1	i	0.25	i
Cc1c(C)c2ccc(OCC(=O)N3CCC(C(=O)O)(c4ccccc4)CC3)cc2oc1=O	i	1.05	i
N[C@@H](Cc1c[nH]c2ccccc12)c1nnc(SCc2c(F)cccc2Cl)o1	i	-2.14	i
CC(CCc1ccccc1)NCCC#N (stereo not drawn)	i	3.15	i
CN1CCN(Cc2ccc(N)cc2)CC1	i	-0.27	i
COc1cc(CN2CC=C(c3ccc(F)cc3)CC2)cc(OC)c1	i	-0.71	i
COc1ccccc1-n1c(O)c(C=NCCCn2ccnc2)c(=O)[nH]c1=O	i	-0.02	i
COc1cccc(-n2c(O)c(C=NCCN3CCOCC3)c(=O)[nH]c2=O)c1	i	0.35	i
COc1cccc(N2C(=O)CC(=O)NC2=O)c1	i	-0.58	i
O=C(COc1ccc2ccccc2c1)N1CCN(CC2CC3C=CC2C3)CC1 (stereo not drawn)	i	0.74	i
CCCCOc1nc2ccccc2c(=O)n1-c1ccccc1	i	-1.01	i
Cn1cc(C(=O)N2CCC3(CC2)OCCO3)c2c3ccccc3n(C)c2c1=O	i	-0.07	i
Cc1ccc2c(c1)CC1(CN2C)C(=O)NC(=O)N(C(C)C)C1=O (stereo not drawn)	i	1.48	i
CCCC(=O)NC(Oc1ccc(C(C)=O)cc1)C(Cl)(Cl)Cl (stereo not drawn)	i	-0.55	i
Cc1ccc(-c2nc3ccccc3c(=O)n2-c2cccnc2)cc1	i	0.08	i

More compounds follow.
compound	CHT inh	Kir21 block	KCNQ2 inh
Cn1c(=O)n(CC(=O)N2CCC3(CC2)OCCO3)c(=O)c2ccccc21	i	-0.42	i
CC(Cc1ccccc1Sc1ccccc1)N(C)C (stereo not drawn)	i	-3.49	i
CCCCCn1c(NC(=O)c2ccco2)c(C(=O)OCC)c2nc3ccccc3nc21	-5.6*	-1.33	i
Cc1ccc(N2CCN(CCc3ccccc3)CC2)cc1	i	0.18	i
CCCCn1c(C)c(C(=O)OCC)c2c(CN3CCCC3)c(O)ccc21	i	-3.9	i
O=C(C1CCC(=O)N1C1CCCCC1)N1CCC2(CC1)OCCO2 (stereo not drawn)	i	0.03	i
Oc1ccc(C2NCc3ccccc3-n3cccc32)cc1Cl (stereo not drawn)	i	-8.87*	i
Cc1sc2nc(COC(=O)Cc3ccccc3)[nH]c(=O)c2c1C	i	-0.09	i
N#Cc1c(/N=C/c2ccc(O)cc2O)sc2c1C1CCN2CC1	i	-0.16	i
Cc1cccc(OP(=O)(Oc2ccccc2)OC(c2ccccc2)C(F)(F)F)c1 (stereo not drawn)	i	-0.11	-6.49*
COc1ccc(Cc2c(O)[nH]c(=O)[nH]c2=O)c(OC)c1	i	-1.51	i
O=C(Cc1ccccc1[N+](=O)[O-])N1CCN(Cc2ccc3c(c2)OCO3)CC1	i	0.65	i
Cc1cc(O)c(CN2CCN(c3ccccc3)CC2)cc1C	i	0.68	i
O=c1c2ccccc2nc(-c2ccco2)n1-c1ccccn1	i	0.58	i
CC(C)(C)n1c(O)c(C=Nc2ccc3c(c2)CCC3)c(=O)[nH]c1=O	i	-0.44	i
NC(=O)OCCCc1ccccc1	i	1.29	i
CCOC(=O)C1=C(C)N(C)C2(C)CC1c1ccccc1O2 (stereo not drawn)	i	-0.42	i
COc1ccc(C2SCC(=O)Nc3c2c(=O)[nH]n3C2CCCCCC2)cc1 (stereo not drawn)	i	0.03	i
COc1ccc(Cl)cc1C(=O)C1CCCN(Cc2cnc(C)s2)C1 (stereo not drawn)	i	-1.04	i
O=c1c2ccccc2nc(/C=C/c2ccccn2)n1-c1ccccc1	i	0.85	i
COC(=O)C1=C(N)Oc2cc(C)oc(=O)c2C12C(=O)Nc1ccccc12 (stereo not drawn)	i	0.28	i
CCOC(=O)CC1=C(C(=O)OCC)C2(C(=O)N1CC(=O)OC)C(C#N)=C(N)Oc1ccccc12 (stereo not drawn)	i	2.62	i
COc1ccc(OC)c(N=Cc2c(O)[nH]c(=O)[nH]c2=O)c1	i	-0.37	i
COc1cccc(-n2c(/C=C/c3ccccn3)nc3ccccc3c2=O)c1	i	1.32	i
CCC(=NCCCN1CCOCC1)c1c(O)n(Cc2ccccc2)c(=O)[nH]c1=O	i	-0.49	i
Cc1nc2c(-c3ccc(F)cc3)c(C)nn2c(C)c1CCC(=O)N1CCC2(CC1)OCCO2	i	-0.14	i
CCN1CCN(c2cn[nH]c(=O)c2Cl)CC1	i	-0.82	i
CCOC(=O)c1c(C)n(Cc2ccco2)c2ccc(O)cc12	i	0.19	i
Cc1c2cnn(CC(=O)N3CCC4(CC3)OCCO4)c(=O)c2c(C)n1Cc1ccccc1	i	0.47	i
CCCCCc1nc2ccccc2c(=O)n1-c1ccc(Cl)cc1[N+](=O)[O-]	i	-0.63	i
O=C(c1cccc2ccccc12)C1CCCN(Cc2ccon2)C1 (stereo not drawn)	i	-2.16	i
Cc1nc2ccccc2c(=O)n1-c1ccc(C(=O)O)cc1	i	-0.04	i
CCOC(=O)C1CCN(/C=C2/C(=O)NC(=O)N(Cc3ccco3)C2=O)CC1	i	0.68	i
Cc1c(N=Cc2c(O)n(CCc3ccccc3)c(=O)[nH]c2=O)c(=O)n(-c2ccccc2)n1C	i	1.66	i
COC(=O)C1=C(c2cc3ccccc3o2)C[C@@H]2CC[C@H]1N2C(=O)NC(C)C	i	-0.25	i
O=C(COc1ccc(Cl)cc1)N1CCN(C2CCCC2)CC1	i	1.75	i
N=C1c2ccccc2CN1NC(=O)c1ccc(Cl)cc1	i	2.09	i
CN1C(=O)C(=Cc2ccc(N3CCCCCC3)cc2)C(=O)N(C)C1=O	i	1.28	i
CC(=NCc1cccnc1)c1c(O)n(-c2ccc(Cl)cc2)c(=O)[nH]c1=O	i	-0.09	i
CN(C)C(=S)SSC(=S)N(C)C	i	-1.91	-10.3*
CCOC(=O)C1(CCc2ccccc2)CCN(Cc2ccc3c(c2)OCCO3)CC1	i	-1.82	i
Cc1ccc2[nH]c(=S)n(-c3cccnc3)c(=O)c2c1	i	0.51	i
Cc1[nH]c2ccccc2c1C(=O)C(=O)N1CC2CC(C1)c1cccc(=O)n1C2 (stereo not drawn)	i	-0.31	i
CCCC12CN3CN(C1)CC(CCC)(C3)C2O (stereo not drawn)	i	0.66	i
Brc1ccc2c(c1)C(OC1CN3CCC1CC3)c1ccccc1CS2 (stereo not drawn)	-6.53*	-8.91*	i
CCCCc1ncc(CN2CCCC(C(=O)c3ccc(SC)cc3)C2)[nH]1 (stereo not drawn)	i	-1.12	i
Cc1ccc(-n2c(O)c(/C=N/N3CCOCC3)c(=O)[nH]c2=S)cc1	i	0.03	i
Cn1c(C(=O)N2CCC3(CC2)OCCO3)cc2c(=O)n(C)c3ccccc3c21	i	-0.15	i
Cn1c(O)c(C(=Nc2ccc(F)cc2)c2ccccc2)c(=O)n(C)c1=O	i	0.02	i
CCc1ccccc1NC(=O)CNCc1ccccc1	i	0.33	i
CCN(CC)C(=O)c1ccc(NC(=O)CNC(C)c2cccc3ccccc23)cc1 (stereo not drawn)	i	-1.1	i
COc1cc2c(cc1C=O)OCO2	i	0.75	i

Assay outcomes from PubChem BioAssay.
